Source: PubChem BioAssay (Broad Institute)
LGR2 antag = Drosophila LGR2 receptor signaling inhibition; HEK293 LGR2, CRE-luciferase, bursicon-stimulated, 4 h; inhibition, % at 9.99 µM; 0.35% of 380,000 active; AID 720647;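 active = drop in luminescence signal, shown as inhibition above about 50% in the replicate tests, limit read from the data, passing the limit was not always enough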;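 note: agonist challenge used bursicon conditioned medium at about half maximal strength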
FN deposit inh = fibronectin deposition inhibition; AH1F fibroblasts, Alexa488-fibronectin deposition fluorescence, overnight; 0.086% of 350,000 active; inhibition, % at 12.6 µM;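 active = mean inhibition across replicates of 30% or more, regardless of how many single replicates reach that level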;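 note: positive control wells lacked labelled fibronectin entirely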
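Assay system: AH1F fibroblasts / Quantity: 10000 cells per well / Medium: DMEM plus 2% serum, read in PBS / Reagent: labelled fibronectin 24 nM / Dosing: single dose, pinned / Times: 1 h cell attachment, overnight exposure to compound and label / Signal: fluorescence, ex 485 nm, em 525 nm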
miR122 inh = miR-122 inhibition in Huh7 cells | 0.3% of 340,000 active | Huh7 miR-122 Renilla luciferase sensor, 48 h; neutral wells = 0, positive control = 100 | activation (reporter increase), % at 12.5 µM;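 active = mean replicate activation score at least 90 and every replicate individually at or above 90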;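 note: higher luciferase means less miR-122 activity so hits act as miR-122 inhibitors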
PAX8 reporter = inhibitors of PAX8 transcriptional activity in RMG-I cells; RMG-I TPO-luciferase reporter, SteadyGlo, 24 h; inhibition, % at 12.6 µM; 1.2% of 360,000 active;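 active = mean replicate inhibition at least 60% with every replicate also reaching 60%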;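 note: luciferase light reporting Pax8 driven TPO promoter activity; plate controls were median of neutral control wells for no effect and mitoxantrone controls for full effect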
Cneo AK release = causes C. neoformans cell lysis | adenylate kinase release luminescence, 4 h; normalised: neutral wells 0, clomiphene wells 100 | lysis activity, % at 15 µM | 0.2% of 360,000 active | AID 651654;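 active = mean lysis activity across replicates of at least 80%, whatever share of replicates individually reach that level; inactive = mean lysis activity below 80%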
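Schedule: static 4 h at 37 °C with compound, 1 h detection; system: C. neoformans cells; benchmarks: Clomiphene as positive control; buffer or medium: fresh YPD medium; measure: luminescence rise reflecting yeast cell lysis; measured by: luminescent adenylate kinase detection reagent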
EWS-Fli block = EWS/Fli transcriptional activity inhibition; A673 NR0B1-luciferase reporter, viability-normalised; 0.67% of 350,000 active; inhibition, % at 12.6 µM;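 active = mean inhibition of at least 50% after viability correction, with every replicate also passing that limit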;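 note: firefly luciferase signal divided by Alamar Blue viability fluorescence both relative to DMSO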
CASP6 VEID inh = caspase-6 (human) enzyme inhibition; inhibition, % at 12.5 µM; 0.53% of 350,000 active; AID 686996; P55212; purified caspase-6, Z-VEID-R110 cleavage fluorescence;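 active = mean inhibition across replicates at least about 35%, with every replicate also reaching that limit, limit read from the data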;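 note: 0% = median of neutral control wells and 100% = no fluorescence left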
Target sequence (P55212 24-179 limits assumed): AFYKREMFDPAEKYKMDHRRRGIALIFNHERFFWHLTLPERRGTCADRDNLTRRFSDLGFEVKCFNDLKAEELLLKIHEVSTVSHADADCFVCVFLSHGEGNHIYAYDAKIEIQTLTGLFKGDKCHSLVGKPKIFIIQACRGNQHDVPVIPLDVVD
Target sequence (P55212 194-293 limits assumed): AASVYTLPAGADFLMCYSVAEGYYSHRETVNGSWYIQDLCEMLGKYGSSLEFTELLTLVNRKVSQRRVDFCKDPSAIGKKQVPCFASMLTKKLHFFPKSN
PGC1a acetyl inh = lowers PGC1a acetylation signal in U2OS cells; AlphaScreen anti-acetyl-lysine; with virally co-expressed GCN5 acetyltransferase; inhibition, % at 15.6 µM; 0.17% of 350,000 active; AID 651687;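 active = every replicate shows inhibition of at least 40%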;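 note: 0% = neutral control wells and 100% = positive control wells; some results beyond the cut were filed as inactive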
* hit, by the source's call; nt = not tested or not shown; & = joins results of further samples; [ ] = remark or other dose.

SMILES	LGR2 antag	FN deposit inh	miR122 inh	PAX8 reporter	Cneo AK release	EWS-Fli block	CASP6 VEID inh	PGC1a acetyl inh
COc1ccc(/C=C/C(=O)OCC(=O)NCCC2=CCCCC2)cc1	-1	-2	nt	-1	nt	4	-2	-1
COC(C(=O)NNC(=O)Cc1ccc(Cl)cc1)c1ccccc1 (stereo unspecified)	0	-3	0	0	nt	-3	-1	5
Nc1c(Cl)cc(-c2cn(CCC(=O)O)c(-c3ccc(Cl)nc3)n2)cc1Cl	-5	17	nt	9	5	1	1	nt
Cc1ccccc1S(=O)(=O)N(CC(O)CN1C(=O)NC(C)(C)C1=O)c1ccccc1 (stereo unspecified)	-4	-12	1	6	1	-17	-2	9
O=C(CCCCCNC(=O)N1CCn2c1nc1ccccc12)NCc1ccccc1Cl	2	-4	2	5	-3	-17	1	-17
O=C(Nc1ccccc1)N1CCCC1c1cccs1 (stereo unspecified)	6	-1	-7	2	2	6	-7	1
COCCNC(=O)C1(C)CCCN(Cc2ccc(-c3ccccc3)o2)C1 (stereo unspecified)	-14	5	-5	-14	1	-10	-3	8
Clc1ccc(C2Nc3cccc4cccc(c34)N2)c(Cl)c1	nt	0	5	16	-2	2	1	28
C[C@H](O)C#Cc1cnc2c(c1)C(=O)N([C@H](C)CO)C[C@H](C)[C@@H](CN(C)C(=O)CN1CCOCC1)O2	-9	nt	4[16.7 µM]	2	-1	-10	0	10
CCN(CC)C(=O)N1CCN(C(=O)N(CC)CC)CC1	-3	0	nt	-12	nt	5	2	6
COC(=O)C1=C(C)N(C)C(=NCc2cc(OC)c(OC)c(OC)c2)NC1c1ccc(Cl)cc1 (stereo unspecified)	12	7	nt	2	nt	-2	-9	nt
Cc1cc2c(nc1C)CCCN2Cc1ccccc1C(F)(F)F	-33	-6	nt	-14	nt	9	-2	nt
COc1ccccc1NC(=O)Nc1ccc(Cc2ccncc2)cc1	nt	-3	-4	-14	nt	5	-3	0
Cc1cccnc1N(C(=O)Nc1ccccc1)C1=NCC(C)(C)S1	nt	nt	14	-3	1	nt	nt	10
C[C@@]12C(=O)N(CCO)CC(=O)N1[C@H](/C=C/c1ccccc1)[C@@H]1C(=O)N(c3ccccc3)C(=O)[C@@H]12	-6	17	1	-3	nt	-1	-2	8
Cc1ccc(S(=O)(=O)Nc2cccc3c2O[C@H](CN(C)C(=O)Nc2cccc4ccccc24)[C@H](C)CN([C@H](C)CO)C3=O)cc1	15&-4	1	5	1	0	26	2	10
COc1ccc(NC(=O)CN2CCOCC2)cc1	nt	-4	-4	-17	-1	nt	nt	5
CN(C)CCCNC(=O)/C(=N\O)c1ccccc1	nt	1	3	-11	0	nt	nt	8
CO/N=C/C(=N\Nc1ccccc1)C(=O)c1ccccc1	-17	2	1	-17	nt	-8	-3	-16
CC[C@]12c3[nH]c4cc(-c5ccco5)ccc4c3CCN1C(=O)[C@@H](CC(=O)NCCc1ccccn1)C[C@@H]2C(=O)N1CCN(C(=O)C2CC2)CC1	28	5	-2	9	-1	-1	-2	2
C[C@@H]1CN([C@@H](C)CO)C(=O)c2cc(C#Cc3ccccc3)cnc2O[C@H]1CN(C)Cc1ccccn1	4	-1	-2[16.7 µM]	5	5	7	2	-2
C[C@@H]1CN([C@H](C)CO)C(=O)c2cc(NC(=O)Nc3ccccc3)ccc2O[C@H]1CN(C)Cc1ccc(-c2ccccc2)cc1	-10	nt	-2[16.7 µM]	10	-2	8	0	18
Cc1ccc(CC(=O)Nc2ccc(F)c([N+](=O)[O-])c2)cc1	3	0	nt	10	nt	0	-2	nt
CCC(=O)c1ccc(OCC(O)CN2C(=O)NC(C)(C)C2=O)cc1 (stereo unspecified)	10	1	nt	6	0	-13	0	7
Cc1ccc(NC2CCCN(C(=O)CCC3(C)CC3)C2)cc1C (stereo unspecified)	-1	6	4	-10	0	0	6	-3
COc1ccc(NC(=O)Nc2ccc3c(c2)CC(=O)N([C@@H](C)CO)C[C@@H](C)[C@@H](CN(C)S(=O)(=O)c2ccc(F)cc2)O3)cc1	6	4	-3[16.7 µM]	10	-2	-3	3	-2
Cc1cc(C(=O)Nc2ccc3c(c2)C(=O)N(C)[C@H]2CC[C@H](CC(=O)NC4CCCC4)O[C@H]2CO3)no1	-6	-6	-10[16.7 µM]	-5	-2	0	2	-4
COc1ccc(C(=O)NC(=O)Nc2ncccc2C)cc1	nt	5	-3	nt	1	nt	nt	2
CCCCNC(=O)C1(C)CCCCN1C(=O)c1ccc(OC)c(C(F)(F)F)c1 (stereo unspecified)	-7	1	0	-2	-3	2	1	-22
CCOC(=O)N1CCN(S(=O)(=O)c2ccc(F)c(C(=O)Nc3cccc(C)c3C)c2)CC1	nt	nt	-6	nt	-1	-4	0	-7
O=C(Nc1cc(N2CCOCC2)ncn1)c1ccc(F)cc1	-10	-3	nt	-3	nt	-18	3	nt
O=C(NCC[C@@H]1CC[C@@H](NS(=O)(=O)c2ccc(F)cc2)[C@@H](CO)O1)Nc1ccc(F)cc1	0	-7	nt	-8	-5	-10	-3	3
Cc1ccccc1NC(=O)COc1coc(CN2CCN(Cc3ccccc3)CC2)cc1=O	-7	nt	-4	-18	-3	14	-1	-9
COc1ccccc1NC(=O)c1ccc(C)c(S(=O)(=O)N2CCCCC2)c1	16	13	5	3	2	nt	3	-22
O=C(C[C@@H]1CC[C@@H]2NC[C@H](O)COC[C@H]2O1)NCCc1ccncc1	-8	2	1[16.7 µM]	-11	-2	-6	0	4
CCNC(=O)COC(=O)c1csc2c1CCCC2	5	3	-7	1	-3	nt	nt	7
C[C@H]1CN([C@@H](C)CO)C(=O)c2cccc(NS(=O)(=O)c3ccc(F)cc3)c2O[C@H]1CN(C)CC1CC1	10	1	2[16.7 µM]	-7	-1	-3	2	nt
N#C[C@H]1[C@@H](c2ccccc2C2=CCCCC2)[C@@H](CO)N1C(=O)C1CCOCC1	7	1	nt	nt	nt	-5	0	-9
COc1ccc(CN2CCCC(C(=O)c3cccc(OC(C)C)c3)C2)cc1Cn1cccn1 (stereo unspecified)	-5	-22	1	-15	1	19	3	7
C[C@H](NC(=O)C[C@@H]1C=C[C@@H](NC(=O)Cc2ccccn2)[C@H](CO)O1)c1ccccc1	-1	7	nt	nt	-1	nt	-3	1
CO[C@H]1CN(C)C(=O)c2ccc(NC(=O)NC(C)C)cc2OC[C@@H](C)N(C(=O)C2CCC2)C[C@H]1C	-5	0	-2[16.7 µM]	nt	-2	-2	3	-1
C[C@@H]1CN([C@@H](C)CO)C(=O)Cc2cc(NC(=O)Nc3ccc4c(c3)OCO4)ccc2O[C@@H]1CN(C)C(=O)Nc1ccc(C(F)(F)F)cc1	28	nt	4[16.7 µM]	-6	-5	-3	-1	-3
CC(=O)N(C)C[C@@H]1Oc2cc(C#CCC3CCCC3)ccc2S(=O)(=O)N([C@@H](C)CO)C[C@@H]1C	-19	-2	0[16.7 µM]	nt	1	25	1	9
Cc1ccc(S(=O)(=O)NCCCNS(=O)(=O)c2ccccc2[N+](=O)[O-])cc1	5	-6	30	17	0	8	1	-41
CCN1C(=O)/C(=C2/Sc3ccccc3N2CC)S/C1=N\c1ncn[nH]1	nt	-2	-14	-6	-2	10	-1	-6
Cc1c(Cl)cccc1NC(=O)NCc1ccncc1	nt	-2	10	-4	10	-3	-1	27
COc1ccc(CN2CCNC(=O)C2CC(=O)NCC(C)(C)N2CCOCC2)cc1C (stereo unspecified)	-15	-7	-6	-3	-1	nt	-5	-1
Cc1cc(=O)c2c(O)c(O)ccc2o1	nt	2	-11	nt	-1	nt	nt	-10
O=C1c2ccccc2C(=O)N1Cc1cnc(N2CCN(c3ccccc3)CC2)s1	-5	-8	nt	17	nt	35	nt	nt
COCCn1c(C)cc(C(=O)CSc2nnc(C)s2)c1C	nt	2	-8	75*	-9	nt	nt	8
COc1cccc(N2CCN(C(=S)Nc3ccccc3)CC2)c1	nt	3	-3	15	4	-14	-4	4
CN1CCN(c2ncnc3c2c(-c2ccccc2)cn3-c2ccc(F)cc2)CC1	16	15	nt	12	nt	5	-6	-21
O=C(c1cccs1)N1CCN(Cc2cn[nH]c2-c2ccc(F)cc2F)CC1	4	-9	-5	24	-1	10	2	-7
O=C1C=C(Nc2cccc(Cl)c2)CC(c2ccco2)C1 (stereo unspecified)	-8	nt	-1	nt	4	-2	1	-6
Cc1cc(OCC(=O)NCc2ccncc2)c2c(C)c(C)c(=O)oc2c1	-7	10	-2	-15	6	6	-1	4
C[C@H]1CN([C@@H](C)CO)C(=O)c2cc(NS(C)(=O)=O)ccc2O[C@H]1CN(C)Cc1ccccc1	-1	nt	0[16.7 µM]	-11	-5	-11	-2	0
Cc1ccc(Cn2ncc3c(N4CCOCC4)ncnc32)cc1	nt	4	30	9	1	nt	nt	nt
COc1ccc(/C=N\NC(=O)/C(=C\Nc2nccc(C)n2)NC(=O)c2ccccc2)cc1	10	nt	1	nt	0	nt	nt	11
O=C1C=C(c2ccc(-c3ccccc3)c(F)c2)C[C@@H](c2ccc3c(c2)OCO3)C1	11	2	-1	-6	8	-10	-2	-5
CCOC(=O)c1ccc(NC(=S)P(=O)(c2ccccc2)c2ccccc2)cc1	9	nt	nt	-24	nt	11	3	nt

Structural class, those above with a CF3 group.
SMILES	LGR2 antag	FN deposit inh	miR122 inh	PAX8 reporter	Cneo AK release	EWS-Fli block	CASP6 VEID inh	PGC1a acetyl inh
Cc1cc2c(nc1C)CCCN2Cc1ccccc1C(F)(F)F	-33	-6	nt	-14	nt	9	-2	nt
CCCCNC(=O)C1(C)CCCCN1C(=O)c1ccc(OC)c(C(F)(F)F)c1 (stereo unspecified)	-7	1	0	-2	-3	2	1	-22
C[C@@H]1CN([C@@H](C)CO)C(=O)Cc2cc(NC(=O)Nc3ccc4c(c3)OCO4)ccc2O[C@@H]1CN(C)C(=O)Nc1ccc(C(F)(F)F)cc1	28	nt	4[16.7 µM]	-6	-5	-3	-1	-3

The results go on:
SMILES	LGR2 antag	FN deposit inh	miR122 inh	PAX8 reporter	Cneo AK release	EWS-Fli block	CASP6 VEID inh	PGC1a acetyl inh
CCOC(=O)N1CCN(C(=O)Cn2cnc3ccccc3c2=O)CC1	-6	5	nt	-3	nt	3	1	10
C[C@@H]1CN([C@@H](C)CO)C(=O)Cc2cc(NC(=O)NC3CCCCC3)ccc2O[C@@H]1CN(C)Cc1ccncc1	7	nt	-7[16.7 µM]	-5	-7	-7	-1	3
CCNC(=O)[C@@H]1[C@@H](CO)[C@@H]2Cn3c(ccc(C4=CCCCC4)c3=O)[C@H]1N2Cc1cocn1	1	nt	1[16.7 µM]	4	-1	-14	-4	nt
COc1ccc(NC(=O)CCNS(=O)(=O)c2cccc3nonc23)cc1Cl	6	5	2	3	-1	4	-3	-1
CCN(CC(=O)Nc1ccccc1C(F)(F)F)C(=O)c1cc(-c2cccs2)nn1-c1ccccc1	4	11	-3	nt	0	-6	3	-12
Cc1ccc(C23CC4CC(CC(C(N)=O)(C4)C2)C3)cc1	0	-3	nt	10	0	-1	1	nt
CSc1cccc(NC(=S)NCCCO)c1	-16	-8	1	-5	5	0	-2	-9
CN(C)c1nc(N)nc2c1ncn2C1OC(CO)CC1O (stereo unspecified)	9	-7	4	-6	2	-1	0	-15
CCn1ccc(C(=O)Nc2ncc(C)s2)n1	-28	1	-2	nt	-1	-15	1	3
CCOc1cc(CNc2ccc(N3CCCC3)cc2)cc(Cl)c1OC	nt	8	-2	8	3	-13	1	6
